Screening results from PubChem.
KOR beta-arrestin-1: KOR antagonists, beta-arrestin recruitment, cell-based, luminescence, uHTS (AID 1778). KOR beta-arrestin recruitment, luminescence, antagonist mode; higher % means a stronger effect. one-dose inhibition, % at 10 µM; IC50 in µM for titrated hits. actives 0.091% (n = 290,000); also: strong numbers were not always called active
HIV fusion peptide: inhibitors of HIV fusion peptide binding, primary screen, biochemical, uHTS, fluorescence dequenching (AID 1986) | cell-free peptide binding, fluorescence dequenching, 30 min; higher % means a stronger effect | actives 0.3% (n = 290,000) | inhibition, % at 20 µM; hits with a dose series show IC50 in µM; in the data active = inhibition mostly above about 52%, no sharp cut-off; inactive = mostly below about 76%; also: some results filed as inactive read as strong as hits
KOR beta-arrestin-2: KOR agonists, beta-arrestin recruitment, primary screen, cell-based, luminescence, uHTS (AID 1777); Kappa-type opioid receptor (Homo sapiens); KOR beta-arrestin recruitment, luminescence; higher % means a stronger effect; activation, % at 10 µM; hits with a dose series show EC50 in µM; actives 0.02% (n = 280,000); in the data active = activation above about 50%, passing the limit was not always enough; also: a part of the inactive calls stands beside numbers as strong as those of hits
GPR55 beta-arrestin: GPR55 agonists via beta-arrestin recruitment, primary screen, imaging, U2OS cells, beta-arrestin-GFP redistribution (AID 1961) | G-protein coupled receptor 55 (Homo sapiens) | U2OS GPR55 beta-arrestin-GFP redistribution imaging; higher % means a stronger effect | one-dose activation, % at 10 µM; EC50 in µM for titrated hits | actives 0.048% (n = 290,000);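 active = activation above 40% with more than 50 cells counted in the well; inconclusive = wells holding fewer than 50 cells, flagged as toxic or sparse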;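 also: U2OS osteosarcoma cells stably expressing GPR55 and beta-arrestin-GFP; plate controls were DMSO negative control for no effect and LPI positive control for full effect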
HEK293 NOD2/NF-kB: NOD2 signaling inhibitors, cell-based, luminescence, uHTS, HEK293 (AID 1566). HEK293 NOD2/NF-kB luciferase reporter, luminescence; higher % means a stronger effect. one-dose inhibition, % at 4 µM; EC50 in µM for titrated hits. actives 0.63% (n = 290,000); also: many of its hits are not listed in these tables
NOD1 inhibition: NOD1 signaling inhibitors, primary screen, cell-based, luminescence, uHTS (AID 1578); NOD1-driven NF-kB luciferase reporter cells, luminescence; higher % means a stronger effect; actives 1% (n = 290,000); one-dose inhibition, % at 4 µM; EC50 in µM for titrated hits; in the data active = inhibition mostly above about 36%, no sharp cut-off; inactive = mostly below about 34%;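 also: HEK-293T reporter cells stimulated with the NOD1 agonist gamma-tri-DAP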
Myeloid diff MLP: induction of myeloid progenitor differentiation, primary screen, cell-based, flow cytometry, MLPCN library | actives 1% (n = 360,000) | ER-HoxA9 myeloid progenitors, lysozyme-GFP differentiation | AID 624256, 2012 | calls only at 10 µM;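 active = normalized GFP-positive differentiation at or above the plate's own cutoff, the solvent-only control mean plus 3 SD; inconclusive = no clear call, values can overlap the other calls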;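 also: cells exposed to compound for four days before flow analysis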
GPR35 arrestin U2OS: GPR35 antagonists blocking zaprinast-driven arrestin recruitment, primary screen, imaging, U2OS, beta-arrestin-GFP, zaprinast agonist (AID 2058). G-protein coupled receptor 35 (Homo sapiens). U2OS GPR35 beta-arrestin-GFP translocation imaging, zaprinast antagonism; higher % means a stronger effect. inhibition, % at 10 µM, or IC50 in µM where a hit was titrated. actives 0.052% (n = 290,000);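 active = inhibition of at least 50% with at least 30 cells and total cytoplasm GFP at most 10,000,000; inconclusive = under 30 cells or total GFP of 10,000,000 plus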
GPR55 antagonists: GPR55 antagonists blocking LPI-driven arrestin recruitment, primary screen, imaging, U2OS, beta-arrestin-GFP, LPI agonist (AID 2013); U2OS GPR55 beta-arrestin-GFP translocation imaging, LPI antagonism; higher % means a stronger effect; inhibition, % at 10 µM, or IC50 in µM where a hit was titrated; actives 0.13% (n = 290,000);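 active = spots per cell inhibited over 60%, with over 100 cells counted and total cytoplasm intensity under 500,000; inconclusive = wells with under 100 cells, flagged as likely toxic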;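 also: U2OS cells stably carrying GPR55 and arrestin-GFP stimulated by 5 µM LPI near EC80; imaged beta-arrestin-GFP aggregate spots per cell after agonist stimulation; plate controls were LPI-stimulated DMSO wells for no effect and DMSO wells without LPI for full effect; some results filed as inactive read as strong as hits; confirmed hits need IC50 under 10 µM and bright autofluorescent wells are also inconclusive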
Myeloid diff MLP GFP+ MAC1+ %: also measured in Myeloid diff MLP; calls as there; GFP+ MAC1+ double positive, %; measured here: differentiation confirmed by MAC1 staining
The depositor's hits bear a star; i = inactive; ? = inconclusive; · = no result given; + = active, no number; [ ] = another dose, or the depositor's remark. Rule as the data show it, unless noted: active = inhibition above about 50%; inactive = the rest. The list is partial; rates above refer to the full screens.

SMILES | KOR beta-arrestin-1 | HIV fusion peptide | KOR beta-arrestin-2 | GPR55 beta-arrestin | HEK293 NOD2/NF-kB | NOD1 inhibition | Myeloid diff MLP | Myeloid diff MLP GFP+ MAC1+ % | GPR35 arrestin U2OS | GPR55 antagonists
CC(=O)NC(Cc1ccccc1C)C(=O)NC1CCN(c2ncccc2[N+](=O)[O-])CC1 (centres undefined) | -7% | -0.3% | 1.7% | -0.3% | 0% | -24% | · | · | -11% | 1%
COC(=O)c1cn(NC(=O)Cc2ccccc2OC)c(=O)c2ccccc12 | 0% | -1.5% | -5.6% | 0.3% | 8% | -2% | i | 1.0 | -2% | 11%
CCOc1ccc(-n2c(SCC(N)=O)nc3c([nH]c4ccccc43)c2=O)cc1 | -16% | -1.2% | 2.2% | 0.3% | 18% | 18% | i | 1.6 | 15% | 5%
CCOC(=O)N1CCN(C(c2ccc(C)cc2)c2sc3nc(C)nn3c2O)CC1 (centres undefined) | 32% | -0.5% | 0.1% | -0.1% | 0% | 1% | i | 2.4 | 1% | 6%
Cc1cccc2c(C(=O)O)cc(-c3cccnc3)nc12 | 5% | 1.5% | 0.4% | -0.6% | 14% | -34% | i | 0.2 | -6% | 1%
CCOc1c(Nc2ccccc2O)c(=O)c1=O | 10% | -1.4% | 0.2% | 0.3% | 15% | -7% | i | 0.4 | -7% | 12%
O=C(Nc1ccc([N+](=O)[O-])cc1)Nn1cnnc1 | 17% | 1.4% | -2.8% | 0.0% | -5% | -17% | i | 0.7 | 6% | 20%
COc1cccc(/C=N/n2c(N)c(S(=O)(=O)c3cccs3)c3nc4ccccc4nc32)c1OC | -51% | -0.2% | 45% | 0.0% | -123% | -43% | i | 0.8 | 5% | -12%
O=C(Nc1ccccc1)c1ccc(=O)[nH]n1 | -25% | -1.1% | -0.7% | 0.0% | -8% | -10% | i | 0.4 | -5% | 4%
COc1cc(/C=N/n2c(-c3ccccc3)n[nH]c2=S)cc(OC)c1OC | 1% | -0.6% | 3.1% | -0.1% | 5% | -6% | i | 1.1 | 5% | -12%
COCCN(C(=O)c1csnn1)C(C(=O)NC1CCCCC1)c1ccccc1F (centres undefined) | -7% | 0.0% | 6.2% | -0.1% | -60% | 17% | i | 0.4 | -7% | -3%
CCC(c1nnnn1CCOC)N1CCN(Cc2ccccc2)CC1 (centres undefined) | -15% | -0.5% | 1.8% | -0.5% | -1% | -11% | i | 0.7 | 15% | -39%
O=C(OCN1C(=O)c2ccccc2C1=O)c1cccc(OC(F)F)c1 | 3% | 1.2% | -1.3% | 0.1% | -6% | -14% | i | 0.5 | 9% | 14%
Cc1cc(OC(C)C(=O)NCc2ccncc2)c2c(C)cc(=O)oc2c1 (centres undefined) | -20% | 0.1% | -3.5% | -0.2% | 7% | -15% | i | 11 | -2% | -17%
C=CCOc1ccc(C2C(C(=O)c3ccco3)=C(O)C(=O)N2Cc2cccnc2)cc1 (centres undefined) | -34% | 0.9% | 0.2% | -0.1% | 8% | · | i | 4.5 | 14% | -2%
CCC(CC)C(=O)Nc1cc([N+](=O)[O-])ccc1F | 1% | 2.6% | 2.1% | 0.1% | 9% | -20% | i | 0.2 | 1% | 12%
COc1cccc(OC)c1OCCN1CCN(C(=O)c2ccco2)CC1 | -48% | -0.7% | 2.9% | 0.2% | 3% | -21% | i | 0.4 | -9% | -3%
COc1ccc2c(c1)sc1nc(-c3ccccc3)cn12 | -80% | 1.5% | 4.9% | -0.1% | -55% | 34%* | ? | · | -8% | -12%
CN(CCO)c1cc(N2CCN(C(=O)c3ccco3)CC2)c2nonc2c1[N+](=O)[O-] | 28% | 0.1% | 3.0% | -0.5% | 9% | -22% | i | 0.5 | 4% | -4%
CCn1c(CCNC(=O)c2ccc(Cl)cc2)n[nH]c1=S | -17% | 24% | 2.7% | -0.1% | -8% | -22% | · | · | -13% | 14%
CCOC(=O)N1CCN(C(=O)/C=C/c2ccc(OC)cc2)CC1 | -33%[20 µM] | 0.0% | -0.6% | 0.5% | -6% | -22% | i | 0.4 | 6% | 11%
CC(C)c1nc(SCC(=O)Nc2cccc(C(F)(F)F)c2)c2c(=O)n(C)c(=O)n(C)c2n1 | 35% | -1.7% | 13% | 0.0% | 8% | -16% | i | 8.0 | 4% | 4%
COc1ccc(N2CCN(C(CNS(=O)(=O)c3cccs3)c3cccnc3)CC2)cc1 (centres undefined) | 1% | -0.9% | 3.4% | -0.1% | 9% | -20% | i | 0.6 | -9% | 0%
Nc1c(Cl)cc(-c2[nH]c3cc(C(=O)NCCO)ccc3c(=O)c2O)cc1Cl | 0%[20 µM] | -1.8% | -2.0% | -0.2% | 0% | -21% | i | 1.8 | 6% | 4%
CCc1[nH]nc(C(=O)N2CCCC(C(=O)c3cccc(OC(C)C)c3)C2)c1C (centres undefined) | 7% | -0.1% | -0.6% | -0.1% | 29% | 2% | i | 4.2 | 13% | -6%
O=C(N/N=C/C(Cl)=C/c1ccccc1)c1ccccn1 | 8%[20 µM] | -1.3% | -2.2% | 0.0% | -99% | -37% | i | 1.1 | 1% | -6%
C=CCNc1nc(Cl)nc(Nc2ccc(OC)cc2)n1 | 2% | -1.7% | 0.8% | -0.2% | 8% | 6% | i | 5.3 | 3% | 0%
CN1CCN(C(=O)/C(=C/c2ccco2)NC(=O)c2ccccc2)CC1 | -23% | -0.4% | -0.2% | -0.1% | 9% | -27% | i | 0.3 | 0% | 2%
CC(C)(/C=N/NC(=O)CSCc1ccccc1Cl)CCC#N | 0% | 1.3% | 2.6% | 0.0% | 2% | -16% | i | 0.3 | -3% | 5%
COc1ccc(NC(=O)CN(C)S(=O)(=O)c2ccc(Cl)cc2)cc1Cl | -9% | -0.3% | 8.3% | -0.1% | -4% | -5% | i | 1.3 | 3% | 9%
N/C(COc1ccc(Cl)cc1Cl)=N\O | -24% | 1.9% | 2.1% | 0.5% | 0% | -1% | i | 0.8 | 23% | -5%
CCOn1c(=O)c(C)[n+]([O-])c2ccccc21 | 23% | -0.4% | -5.5% | 0.3% | 12% | -11% | i | 0.5 | -8% | -5%
O=C(/C=C/c1ccc(Cl)cc1)Nc1nccs1 | -8% | -2.1% | 6.4% | -0.5% | 17% | -20% | + | 0.5* | -3% | -6%
O=C(O)COn1c(-c2ccc(Cl)cc2)nc2ccc(Cl)cc21 | -41%[20 µM] | 3.7% | -0.3% | 0.1% | -4% | -31% | i | 0.2 | 6% | 5%
CC1CCN(CC(=O)Nc2ccc(S(=O)(=O)N3CCCCC3)cc2)CC1 | -6% | 0.5% | -1.5% | -0.2% | -31% | 12% | i | 0.0 | -12% | -8%
CCN1C(=O)/C(=C2/C(=O)N3c4c(cc(OC(C)=O)cc42)C(C)=CC3(C)C)SC1=S | -11% | 3.2% | -3.0% | -0.2% | 23% | 4% | i | 0.5 | -9% | 10%
COCCNCCCCSc1ccc(Cl)cc1 | -80%[20 µM] | -0.2% | 3.0% | -0.1% | -2% | 15% | i | 0.9 | 32% | -4%
COc1ccc(C(=O)N(CC2CCCO2)C(C(=O)NC2CCCC2)c2ccc(C)cc2)cc1OC (centres undefined) | -35% | -0.3% | -1.3% | 0.1% | -3% | -11% | i | 3.0 | -6% | 2%
COc1ccc(C2NC(c3ccc(OC)cc3)C(c3ccccc3)C(=O)C2c2ccccc2)cc1 (centres undefined) | 7% | -0.7% | 7.9% | -0.2% | -24% | 0% | i | 0.4 | 15% | 8%
Cc1nnc(NCc2cccc(Cl)c2)c2ccccc12 | -28% | -1.4% | -0.1% | -0.2% | 15% | -18% | i | 0.1 | 9% | 6%
N/C(=N\OC(=O)c1ccc(Cl)cc1Cl)c1ccccn1 | -55%[20 µM] | 0.5% | · | 1.3% | -42% | 51%* | i | 0.0 | 7% | 14%
Cc1cc2ncn(CS(C)(=O)=O)c2cc1C | -16% | 0.9% | 0.5% | -0.1% | -4% | -34% | i | 0.8 | 4% | -8%
O=C(NNS(=O)(=O)c1ccc(F)cc1)c1ccc(O)cc1 | 3% | -1.9% | 6.7% | -0.2% | -1% | -11% | i | 0.5 | 5% | -5%
O=C(Cn1cccc1C(=O)c1ccccc1)NCc1cccc(Cl)c1 | -17% | -0.2% | 2.0% | 0.1% | -6% | -24% | i | 0.4 | -10% | -7%
CCOC(=O)c1sc(NC(=O)CCCn2nc([N+](=O)[O-])cc2C)c(C(=O)OCC)c1C | 0% | 1.2% | -8.1% | -0.3% | -3% | -21% | ? | · | -11% | 11%
CCc1nn(C(CC)C(=O)NCCCN2CC(C)CC(C)C2)c(=O)c2cc3oc(C)cc3n12 (centres undefined) | 5% | -0.6% | -4.5% | -0.1% | 13% | -13% | ? | · | -3% | 15%
O=C(COc1ccc(Cl)cc1Cl)NN=C1c2ccccc2-c2ccccc21 | -22% | -1.2% | -2.6% | 0.5% | 15% | -110% | i | 0.0 | 10% | 5%
COC(=O)CCc1nc2ccccc2[nH]c1=O | 16% | -2.0% | -1.9% | 0.1% | -4% | 0% | i | 0.5 | 8% | 4%
COc1ccc(NS(=O)(=O)c2cc(NC(=O)/C=C/c3cccs3)ccc2N2CCOCC2)cc1 | 0% | -1.2% | -0.7% | -0.3% | 7% | 14% | i | 0.6 | 15% | 17%
COc1ccc(NC2=Nc3ccccc3N3C2=Nc2c(c(C)nn2-c2ccc(C)cc2)C3c2cccnc2)cc1 (centres undefined) | -2% | -2.6% | -3.1% | 0.3% | 15% | 0% | i | 0.7 | -6% | 4%
CC(=O)Nc1nc(-c2ccc([N+](=O)[O-])cc2)cs1 | -1% | -1.7% | -1.9% | 0.3% | -3% | -42% | i | 0.5 | -3% | -4%
Cn1c(NCCO)nc2c1c(=O)n(Cc1cccc(Cl)c1)c(=O)n2C | -2% | -1.9% | -2.4% | -0.1% | 19% | 5% | i | 0.6 | -5% | -1%

Of the compounds above, these have a COOH group.
SMILES | KOR beta-arrestin-1 | HIV fusion peptide | KOR beta-arrestin-2 | GPR55 beta-arrestin | HEK293 NOD2/NF-kB | NOD1 inhibition | Myeloid diff MLP | Myeloid diff MLP GFP+ MAC1+ % | GPR35 arrestin U2OS | GPR55 antagonists
Cc1cccc2c(C(=O)O)cc(-c3cccnc3)nc12 | 5% | 1.5% | 0.4% | -0.6% | 14% | -34% | i | 0.2 | -6% | 1%
O=C(O)COn1c(-c2ccc(Cl)cc2)nc2ccc(Cl)cc21 | -41%[20 µM] | 3.7% | -0.3% | 0.1% | -4% | -31% | i | 0.2 | 6% | 5%
